PvdQ inh – P. aeruginosa PvdQ acylase inhibitors, primary screen, biochemical, fluorescence, plate reader and imaging, single point; PvdQ acylase [Pseudomonas aeruginosa LESB58]; purified PvdQ acylase; inhibition, % at 10 µM; actives 0.063% (n = 340,000); AID 488965, 2010; in the data active = inhibition above about 30%, passing the limit was not always enough; inconclusive = no clear call, values can overlap the other calls;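 also: 0% = vehicle neutral wells and 100% = reference inhibitor wells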
V-ATPase pHluor – regulators of yeast V-ATPase proton pumping, primary screen, pHLuorin cytosolic pH fluorescence | S. cerevisiae | response, % at 10 µM | actives 0.37% (n = 350,000) | AID 504577, 2011; in the data active = response mostly above about 7.3%, no sharp cut-off; inactive = mostly below about 5.4%; also: actives read high; inactives centre near 0; some compounds called inactive have numbers as strong as hits; reference of the scale not given here
CDK5 p35 inh – inhibitors of human CDK5/p35 kinase, primary screen, biochemical, single concentration | actives 0.01% (n = 330,000) | Recombinant CDK5/p35, ADP-Glo luminescence, 60 min | AID 488839, 2010 | inhibition, % at 10 µM;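 active = highest replicate inhibition of at least 50% and at least 75% of replicates reaching 50%; inconclusive = only one of the two criteria met; inactive = both criteria failed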;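 also: plate controls were DMSO neutral control for no effect and GW8510 at 10 µM for full effect; many of its hits are not listed in these tables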
dFosB act – activators of delta FosB homodimer, primary screen, biochemical, fluorescence polarization, TAMRA-CDK5 oligo, single point. Protein FosB (Mus musculus), P13346. purified delta FosB; percent of positive-control signal above neutral wells. activation, % at 25 µM. actives 0.99% (n = 340,000);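 active = mean activation above about 17%, with every replicate also reaching it, limit read from the data, passing the limit was not always enough; inconclusive = only one of the two conditions met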;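 also: fluorescence polarization rise as delta FosB binds a TAMRA Cdk5 AP-1 oligo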
Target sequence (P13346 whole entry, looked up): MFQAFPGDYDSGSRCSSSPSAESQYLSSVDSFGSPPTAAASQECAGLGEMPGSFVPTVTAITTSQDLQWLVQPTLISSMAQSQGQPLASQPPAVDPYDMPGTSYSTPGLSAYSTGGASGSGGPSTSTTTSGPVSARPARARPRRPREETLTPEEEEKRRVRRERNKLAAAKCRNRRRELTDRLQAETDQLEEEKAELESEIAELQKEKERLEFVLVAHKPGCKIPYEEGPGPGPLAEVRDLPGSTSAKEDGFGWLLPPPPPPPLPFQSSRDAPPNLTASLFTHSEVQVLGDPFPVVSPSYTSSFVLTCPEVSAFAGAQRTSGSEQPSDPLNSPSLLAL
MITF TRPM1 HTS – activators of MITF-driven TRPM1 promoter reporter, primary screen, cell-based, SK-MEL-5, luciferase, single point | SK-MEL-5 TRPM1-promoter luciferase, 24 h; % of positive control, neutral wells = 0 | activation, % at 12.5 µM | actives 0.75% (n = 300,000);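 active = mean activation of at least 80% with every replicate also reaching 80%; inconclusive = mean reaches 80% but some replicate falls short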;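 also: 0% = neutral control wells and 100% = parthenolide positive control wells; values of inactives mirror those of a sister screen read the other way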
HTR5A ag – HTR5A agonists in luminescence cell assay, primary screen, counter-screen for OPRM1-OPRD1 heterodimer agonist project, full-deck HTS; 5-hydroxytryptamine receptor 5A (Homo sapiens), P47898; cell-based; activation, % at 9.3 µM; actives 0.61% (n = 340,000); AID 504692, 2011; in the data active = activation mostly above about 9.5%, no sharp cut-off; inactive = mostly below about 7.6%;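 also: 0% = cells with vehicle only and 100% = reference agonist; strong numbers were not always called active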
Target sequence (P47898 whole entry, looked up): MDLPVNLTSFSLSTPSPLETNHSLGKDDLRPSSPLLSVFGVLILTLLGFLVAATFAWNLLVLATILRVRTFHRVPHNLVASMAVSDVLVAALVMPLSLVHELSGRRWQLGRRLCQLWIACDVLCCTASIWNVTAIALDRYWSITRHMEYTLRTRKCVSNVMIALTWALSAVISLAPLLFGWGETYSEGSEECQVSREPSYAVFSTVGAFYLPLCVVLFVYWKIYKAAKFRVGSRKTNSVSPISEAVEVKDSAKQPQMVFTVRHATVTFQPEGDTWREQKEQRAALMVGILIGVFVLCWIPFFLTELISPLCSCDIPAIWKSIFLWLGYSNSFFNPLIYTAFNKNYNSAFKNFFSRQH
SR-BI DiI inh – inhibitors of SR-BI mediated HDL lipid uptake, primary screen, ldlA[mSR-BI] cells, fluorescence, single point | ldlA[mSR-BI] CHO cells, DiI-HDL uptake fluorescence, 3 h | actives 0.96% (n = 320,000) | inhibition, % at 12.5 µM | AID 488896, 2010 | Scavenger receptor class B member 1 (Mus musculus), Q61009;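 active = mean replicate inhibition of at least 70% and a set share of replicates each scoring 70 or more; inconclusive = meets just one of the two criteria; inactive = fails both criteria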;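 also: 0% = median of neutral control wells and 100% = median of positive control wells; values of inactives mirror those of a sister screen read the other way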
Wnt act – Wnt/beta-catenin pathway activators, primary screen, cell-based, plate reader, single point; Wnt/beta-catenin reporter cell assay, activator; activation, % at 9.35 µM; actives 1.2% (n = 300,000); AID 743398, 2014; in the data active = activation above about 30%, passing the limit was not always enough; inconclusive = no clear call, values can overlap the other calls;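 also: 0% = neutral control wells and 100% = positive control wells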
HTR5A inv ag – HTR5A inverse agonists in luminescence cell assay, primary screen, counter-screen for OPRM1-OPRD1 heterodimer inverse agonist project, full-deck HTS; HTR5A cell line, inverse agonism; actives 0.083% (n = 340,000); inhibition, % at 9.3 µM; 5-hydroxytryptamine receptor 5A (Homo sapiens), P47898; in the data active = inhibition mostly above about 23%, no sharp cut-off; inactive = mostly below about 18%;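 also: 0% = cells with DMSO and 100% = no-cell wells with DMSO; some compounds called inactive have numbers as strong as hits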
NSD2 inh – NSD2 histone methyltransferase inhibitors, primary screen, biochemical, AlphaScreen, single concentration, set 2; AID 743445, 2014; NSD2 peptide methylation, 120 min; Histone-lysine N-methyltransferase NSD2 (Homo sapiens), O96028; inhibition, % at 12.5 µM; actives 0.54% (n = 310,000); in the data active = inhibition above about 50%
An asterisk follows results filed as active; u = inconclusive; x = no result given. Not a hit list (roughly 5% active in at least one column).

no.	SMILES	PvdQ inh	V-ATPase pHluor	CDK5 p35 inh	dFosB act	MITF TRPM1 HTS	HTR5A ag	SR-BI DiI inh	Wnt act	HTR5A inv ag	NSD2 inh
1	C/C(=N\NC(=O)C1CC1(c1ccccc1)c1ccccc1)c1cccc([N+](=O)[O-])c1 (centres undefined)	9	3	0.8	-7	0	2	32	-4	-28	-2
2	O=C(Cn1cnc2ccccc21)Nc1cccc(S(=O)(=O)N2CCCC2)c1	8	-1	-0.4	-5	-19	x	-10	x	x	2
3	COC(=O)CSc1nnc(-c2ccc(S(=O)(=O)NCc3cccs3)cc2)o1	-10	-1	1.9	2	-7	-3	-16	-1	-3	0
4	CCC(C)NS(=O)(=O)c1ccc(S(=O)(=O)Nc2cc3c(cc2C(C)=O)OCO3)cc1 (centres undefined)	2	-1	0.3	-7	-14	-1	-3	x	3	-2
5	COc1ccc(Cn2nnnc2C(c2ccccc2)N2CCN(C3CCCC3)CC2)cc1 (centres undefined)	3	0	1.0	-4	21	1	7	-3	-5	x
6	NS(=O)(=O)c1cccc(NC(=O)COC(=O)CCN2C(=O)c3ccccc3C2=O)c1	-8	-2	0.6	1	8	-3	-6	-2	7	-1
7	Cc1cccn2c(=O)c3cc(C(=O)NC(C)c4ccccc4)c(=N)n(CCCn4ccnc4)c3nc12 (centres undefined)	-21	-6	0.1	u	28	0	x	1	18	x
8	O=C(c1ccc(F)cc1)c1cnc(Nc2ccccc2)s1	-17	2	0.0	-1	65	5	15	-2	-12	1
9	Nc1c(C(=O)NC2CCCCC2)nsc1C(=O)OCC(=O)NC1CCCCC1	-13	2	-0.5	12	x	3	27	x	-3	-3
10	Cc1nnc(SCC(=O)NCCOc2ccc(Cl)cc2)n1-c1ccccc1	14	-2	-0.3	-9	-4	-4	4	x	-5	1
11	CCC(=O)N1c2ccc(S(=O)(=O)N3CCN(c4ccccc4Cl)CC3)cc2CC1C (centres undefined)	-13	-2	-3.1	0	9	5	1	1	-20	-5
12	Cc1nnc(NC(=O)c2ccccc2NC(=O)c2ccccc2)s1	-11	-2	-5.9	-7	x	2	3	3	-12	1
13	COc1ccccc1CNC(=O)CN1C(=O)c2cccc(N)c2C1=O	-11	0	1.9	8	37	-4	-6	7	-14	-1
14	CC(=O)C1=C(C)NC(SCC(N)=O)=C(C#N)C1c1ccco1 (centres undefined)	-2	4	-1.8	-15	-4	1	-23	-2	-16	3
15	COCCCNC(=O)CS(=O)(=O)Cc1nc(-c2ccccc2C)oc1C	-18	1	-0.8	-6	-7	-4	-4	0	-6	x
16	Cc1c(O)ccc2c(CN3CCN(C/C=C/c4ccccc4)CC3)cc(=O)oc12	-4	-4	-0.1	18*	-16	10	8	2	-32	0
17	CC(C)(C)C(=O)NC1(C(F)(F)F)NC(=O)N(c2ccc(F)cc2)C1=O (centres undefined)	-8	0	0.6	-3	1	0	-28	0	-1	-4
18	Cc1cc(C)cc(NC(=O)Cn2nnc(C(=O)NCc3cccs3)c2N)c1	-3	-2	x	58*	17	4	-15	1	-38	0
19	O=C(Nc1ccc(S(=O)(=O)N2CCOCC2)cc1)c1ccc2ncsc2c1	-3	3	1.7	-11	9	4	x	11	-22	1
20	C=CCN1C(=O)C(CC(=O)NCC)SC1=Nc1ccccc1CC (centres undefined)	-8	-5	-0.6	-4	-5	-2	-12	0	9	-1
21	COc1ccc(C(C)=O)cc1COC(=O)c1ccc2c(c1)OCCO2	-16	0	-2.0	-4	-3	2	24	3	-6	x
22	O=c1[nH]c2ccc(S(=O)(=O)Nc3ccc(Cl)cc3)cc2[nH]1	-9	0	0.4	1	x	1	5	0	10	0
23	Cc1onc(-c2c(F)cccc2Cl)c1C(=O)Nc1nnc(C2CC2)s1	-16	1	0.4	2	2	-5	-1	0	18	2
24	CC(=O)N1CCN(c2ccc(S(=O)(=O)N3CCCCC3)cn2)CC1	6	-11	2.9	-11	-4	-1	0	x	3	0
25	O=C(/C=C/c1ccc(S(=O)(=O)N2CCOCC2)cc1)NC(CO)C(O)c1ccc([N+](=O)[O-])cc1 (centres undefined)	12	2	-0.3	-6	0	-2	-22	8	6	-1
26	Cc1ccc(C(=O)N/C(=C/c2cn(-c3ccccc3)nc2-c2ccccc2)C(=O)O)cc1	9	0	0.1	-10	-5	8	x	2	15	x
27	CN1CCN(CCCNC(=O)Cn2nc(-c3ccccc3)ccc2=O)CC1	3	0	4.7	-1	11	3	-42	-3	-3	7
28	Cc1cc(=O)oc2cc(OC(=O)CCCCCN3C(=O)c4ccccc4C3=O)ccc12	-8	1	1.1	-10	9	6	-24	x	-1	0
29	O=C(NNC(=O)c1ccccc1O)c1ccc(NS(=O)(=O)c2ccc(F)cc2)cc1	4	-1	-1.2	0	-11	2	87*	-2	6	0
30	O=C(CCN1C(=O)c2ccccc2C1=O)N1CCN(Cc2ccccc2)CC1	10	4	1.6	-9	2	5	-18	-2	-24	0
31	c1ccc(-c2csc(NC3=NCCCCC3)n2)cc1	-7	3	0.2	3	-4	0	-8	-2	1	-3
32	O=C(COC(=O)c1ccc2ccccc2n1)Nc1ccccc1Br	0	0	0.8	-6	-12	-1	-27	-3	5	-2
33	O=C(CSC1=N/C(=C/c2ccco2)C(=O)N1c1ccc(OC(F)F)cc1)NC1CCS(=O)(=O)C1 (centres undefined)	-4	2	-0.4	-6	-13	-3	-4	3	8	x
34	CCOc1ccc(S(=O)(=O)N2CCN(C(=O)c3cc4c(s3)CCCC4)CC2)cc1	-16	-2	0.3	-5	-16	2	4	8	7	-1
35	CCC(Oc1ccccc1OC)C(=O)Nc1ccc2c(c1)n(C)c(=O)n2C (centres undefined)	-1	4	-1.1	2	x	2	19	0	-1	9
36	COc1ccc(C2(C(=O)Nc3ccc(C(=O)N4CCOCC4)cc3)CCOCC2)cc1	-7	-1	-0.6	-4	-4	1	-1	x	-42	0
37	CCCCN(C1CCS(=O)(=O)C1)S(=O)(=O)c1ccc(C(C)C)cc1 (centres undefined)	-8	2	-2.6	-3	7	8	-8	0	-25	-2
38	CCCNC(=O)C(Cc1ccc(OC)cc1)NC(=O)c1ccc(Cl)cc1 (centres undefined)	-14	-8	1.8	-11	14	-3	14	0	14	x
39	Cn1nnnc1Sc1ncnc2scc(-c3ccc(C#N)cc3)c12	-9	0	-1.5	-5	-91	-2	0	-23	16	x
40	COc1ccc(N2CCOCC2)c(NC(=O)c2ccc3c(c2)OCO3)c1	-6	-4	-1.1	-2	-7	0	x	0	-1	53*
41	Cc1ccc(N2CC(C(=O)N3CCC(C(=O)NCCCOC(C)C)CC3)CC2=O)cc1 (centres undefined)	-17	1	2.0	2	4	-4	0	0	18	-2
42	NC(=O)CSc1nnc(NC(=O)c2cccc(S(=O)(=O)N3CCCCC3)c2)s1	1	-1	1.6	-6	4	-1	-30	0	8	1
43	CS(=O)(=O)N(Cc1ccccc1Cl)c1ccc(C(=O)NCc2ccccn2)cc1	-18	2	-12	-7	0	-1	5	0	3	3
44	Cc1cccc(OC(=O)c2sc3ncn(C)c(=O)c3c2C)c1	-9	6	0.0	-16	94*	-4	16	x	12	-7
45	CCOC(=O)c1ccc(S(=O)(=O)NNc2ccc(C(F)(F)F)cn2)cc1	6	3	-0.9	-6	-12	2	-9	-2	-6	-3
46	C[N+]1(C)CC[C@H](OC(=O)[C@@](O)(c2ccccc2)C2CCCC2)C1	1	-4	-0.1	3	1	2	-7	1	-3	x
47	Cc1cc(C)nc(/N=C(\N)Nc2ccc(OCc3ccccc3)cc2)n1	-3	-1	-0.9	15	-56	-4	15	-3	11	12
48	Cc1cc2c(c(/C=C/C(=O)c3ccccc3)c1)OC1(C=C2)Oc2ccccc2C(=O)N1C (centres undefined)	-6	1	0.1	-11	-39	-1	6	3	1	x
49	Cc1ccccc1C(=O)NNC(=O)C1CCN(c2ncccn2)CC1	-12	4	-1.4	5	0	2	x	-1	-5	-1
50	Cc1ccc(-n2c(CCc3ccccc3)n[nH]c2=S)cc1C	8	0	3.7	-12	-5	-2	-19	1	8	-5
51	Cc1ccc(NC(=O)CSCC(N)=O)cc1C	-10	0	-2.3	8	6	2	-53	8	-5	0
52	CSc1nsc(SC)c1NC(=O)N1CCCC1	2	7	0.7	8	0	2	-24	x	-20	1
53	O=C(CSc1nnc(-c2ccccn2)n1Cc1ccccc1)N1CCOCC1	6	-3	-1.7	0	-1	0	-12	-2	1	-2
54	O=C(CN1C(=O)COc2ccc(S(=O)(=O)N3CCCCC3)cc21)NCc1ccc(Cl)cc1	-26	1	-1.7	-11	0	7	-4	-2	-8	-5
55	COc1nnc(-c2ccc(N3CCOCC3)c(NC(=O)C3CCCCC3)c2)c2ccccc12	8	-4	2.4	-1	-11	5	27	-5	-12	x
56	CN(C)CCNc1nc2sc3c(c2c(=O)n1-c1ccccc1)CCCCC3	-6	2	1.0	2	x	1	-7	-6	-6	6
57	O=C(Cc1ccc(S(=O)(=O)N2CCOCC2)s1)NCCC(c1ccccc1)c1ccccc1	-11	1	2.4	-10	-5	2	2	-8	11	4
58	CCOC(=O)C1(Cc2ccccc2Cl)CCN(C(=O)c2cnccn2)CC1	-12	2	-6.0	-10	79	3	17	12	1	-6
59	CCc1nnc2n1N=C(c1ccc(Cl)cc1)CS2	-3	-2	-0.5	-2	-6	-2	-14	0	6	0
60	CC(=O)Nc1ccc(S(=O)(=O)NCCC(=O)OCC(=O)N2CCN(C(=O)c3ccco3)CC2)cc1	-5	-1	-0.5	3	-9	0	-2	-1	6	-10

(cont.)
no.	SMILES	PvdQ inh	V-ATPase pHluor	CDK5 p35 inh	dFosB act	MITF TRPM1 HTS	HTR5A ag	SR-BI DiI inh	Wnt act	HTR5A inv ag	NSD2 inh
61	COCc1c(Br)c(C)nc(OCC(=O)O)c1C#N	-7	1	-2.9	4	6	1	-11	-5	-33	-6
62	Cc1c(NC(=O)c2ccc3c(c2)OCO3)cccc1-c1nc2ccccc2s1	-7	-2	0.5	1	16	10	26	x	-25	0
63	Cc1ccc(-c2n[nH]c(=O)c3ccccc23)cc1S(=O)(=O)NCC1CCCO1 (centres undefined)	-10	4	-0.5	-9	-40	6	x	0	-16	-6
64	Cc1ccc(S(=O)(=O)N2CCOCC2)cc1NC(=O)COC(=O)c1ccc(OCc2c(C)noc2C)cc1	-5	1	-0.7	-7	11	-1	25	5	5	-1
65	Cc1nonc1NC(=O)CSc1nnc(-c2ccoc2C)n1CC(C)C	-16	0	-0.5	-3	-3	0	-9	-4	-1	-1
66	Cc1ccc2[nH]c3c(c2c1)CN(C(=O)CN1c2ccc(F)cc2CCC1C)CC3 (centres undefined)	-11	-2	1.6	-13	3	-6	51	x	13	2
67	Cc1ccc(N2C(=O)S/C(=C/c3cn(C)c4ccccc34)C2=O)cc1	-12	-2	1.9	2	u	-5	12	19	13	0
68	CCn1nnnc1SCC(=O)N1CCc2ccccc21	1	-3	-2.5	3	0	-6	-17	x	-37	1
